5HT1a ag – human 5-HT1a receptor agonists, primary screen, cell-based, CHO, Ga15 NFAT-bla reporter | 0.56% of 65,000 active | 5-hydroxytryptamine receptor 1A (Homo sapiens), P08908 | CHO 5-HT1a Ga15 NFAT-bla reporter, FRET ratio; 0% basal, 100% maximal reference agonist | activation, % at 10 µM;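 active = activation above the screen-wide mean activation plus 3 SD, cut at about 19% in these data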;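 also: 0% = DMSO wells and 100% = 5-CT at EC100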
Abs 340nm – compound light absorbance at 340 nm, profiling panel, artefact control, biochemical, MLSMR library, data from PS, PMK, MK assays | compound absorbance at 340 nm, fold over control | fold change at 10 µM | 65,000 tested, under 10 active | AID 708, 2007;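 active = at 10 µM dose, initial 340 nm absorbance at least 2 fold that of control wells; inactive = change under 2 fold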;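 also: initial absorbance extrapolated from kinetic A340 decline of NADH oxidation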
SF1 activator – activators of human SF-1, primary screen, cell-based, CHO-K1, Gal4-SF-1 LBD, luciferase luminescence; Steroidogenic factor 1 (Homo sapiens), Q13285; CHO-K1 Gal4-SF-1 LBD luciferase reporter; % increase over DMSO SF-1-specific signal; activation, % at 10 µM; 1.9% of 65,000 active;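 active = activation above the mean activation of all tested compounds plus 3 SD, cut at about 50% in these data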
Target sequence (Q13285 whole entry, looked up, the tested form may be a part): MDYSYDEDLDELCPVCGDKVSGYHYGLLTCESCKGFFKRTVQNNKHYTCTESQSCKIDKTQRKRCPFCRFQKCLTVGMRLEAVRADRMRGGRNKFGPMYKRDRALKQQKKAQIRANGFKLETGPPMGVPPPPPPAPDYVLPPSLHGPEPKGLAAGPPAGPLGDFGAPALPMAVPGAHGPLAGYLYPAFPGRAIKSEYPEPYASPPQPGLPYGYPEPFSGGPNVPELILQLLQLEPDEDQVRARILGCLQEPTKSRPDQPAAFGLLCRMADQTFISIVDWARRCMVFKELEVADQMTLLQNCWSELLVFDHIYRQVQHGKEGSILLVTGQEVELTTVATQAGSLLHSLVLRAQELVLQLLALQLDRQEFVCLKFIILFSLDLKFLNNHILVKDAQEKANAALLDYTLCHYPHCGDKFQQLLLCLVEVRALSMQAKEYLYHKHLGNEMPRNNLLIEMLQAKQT
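Material: Gal4–SF-1 LBD one-hybrid luciferase reporter in CHO-K1 cells | Amount: 4,000 cells per well | Compound dosing: 10 µM single point, 1% DMSO | Schedule: 20 h compound treatment, 37 °C | Measured by: SteadyLite luciferase luminescence | Evaluation: Percent activation versus DMSO | Control set: DMSO-treated SF-1-transfected cells as negative, DMSO-treated mock-transfected cells lacking SF-1 as background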
NADH enzymes – inhibitors of PK/LDH coupling enzymes, profiling panel, artefact control, biochemical, MLSMR library. coupled PK/LDH NADH assays, four targets. 0.02% of 65,000 active. IC50, µM (titrated, usually from 10 µM), without a hit: at the highest dose inhibition. AID 774, 2007;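 active = single-dose screening hits from any of four coupled enzyme assays that gave an IC50 when retested across doses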;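 also: the DPM-DC format reads NADH fluorescence rather than 340 nm absorbance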
5HT1a antag – human 5-HT1a receptor antagonists, primary screen, cell-based, CHO, Ga15 NFAT-bla reporter | 5-hydroxytryptamine receptor 1A (Homo sapiens), P08908 | inhibition, % at 10 µM | 0.68% of 62,000 active | CHO 5-HT1a Ga15 NFAT-bla reporter, antagonist mode;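 active = inhibition above the mean of all tested compounds plus 3 SD, cut at about 43% in these data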;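 also: receptor stimulated by 5-CT agonist at 100 nM near EC80; beta-lactamase reporter measured by ratiometric fluorescence of a cleavable substrate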
Autofluor 339 – intrinsic fluorescence of library compounds, ex339/em460 – biochemical, MLSMR library, data from DPM-DC assay, artefact control, profiling panel. compound autofluorescence, ex339/em460 nm, NADH buffer; hits give high values; 1 = no-compound wells, NADH background. fluorescence fold increase at 10 µM. 5.5% of 65,000 active;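 active = at 10 µM, mean starting fluorescence two-fold or more over control wells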;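 also: signal is the first read of a kinetic run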
RORa activator – activators of orphan receptor RORA, primary screen, cell-based, luminescence; CHO-K1 Gal4-RORA LBD luciferase reporter; percent increase over mock-subtracted basal signal; activation, % at 10 µM; 1.5% of 65,000 active; Nuclear receptor ROR-alpha (Homo sapiens), P35398;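 active = activation above the mean of all tested compounds plus 3 SD, cut at about 49% in these data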;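 also: 0% = DMSO-treated RORA cells and 100% = added signal equal to DMSO minus mock-transfected cells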
Target sequence (P35398 whole entry, looked up, the tested form may be a part): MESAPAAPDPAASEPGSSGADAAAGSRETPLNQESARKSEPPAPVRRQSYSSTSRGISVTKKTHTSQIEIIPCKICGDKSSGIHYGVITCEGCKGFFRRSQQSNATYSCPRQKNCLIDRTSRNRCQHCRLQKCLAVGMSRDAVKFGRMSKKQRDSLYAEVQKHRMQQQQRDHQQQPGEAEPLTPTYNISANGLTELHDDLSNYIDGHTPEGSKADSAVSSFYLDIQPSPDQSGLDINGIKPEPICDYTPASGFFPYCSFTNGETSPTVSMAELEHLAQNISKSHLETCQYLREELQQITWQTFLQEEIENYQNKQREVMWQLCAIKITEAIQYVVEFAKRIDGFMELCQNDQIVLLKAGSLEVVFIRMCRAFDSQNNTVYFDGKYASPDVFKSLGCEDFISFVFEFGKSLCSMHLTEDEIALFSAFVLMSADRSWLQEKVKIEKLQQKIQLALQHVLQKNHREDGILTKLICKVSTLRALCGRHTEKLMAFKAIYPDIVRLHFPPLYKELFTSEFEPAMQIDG
MMP-13 inhibitor – human MMP13 inhibitors, primary screen, biochemical, FRET peptide cleavage | Collagenase 3 (Homo sapiens), P45452 | MMP-13 fTHP FRET cleavage, Mca fluorescence | inhibition, % at 4 µM | 0.07% of 65,000 active | AID 570, 2006;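 active = inhibition above the mean of compound-free control plate wells plus 3 SD, cut at about 14% in these data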;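 also: 0% = DMSO wells and 100% = wells with reference MMP-13 inhibitor after basal subtraction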
TNAP act DEA – human TNAP enzyme activators, primary screen, biochemical, luminescent, intermediate phosphate acceptor level; activation factor at 20 µM; AID 813, 2007; Alkaline phosphatase, tissue-nonspecific isozyme (Homo sapiens), P05186; purified TNAP, CDP-star luminescence, 100 mM DEA, 30 min; hits give high values; scale: 0 levamisole-inhibited, 1 vehicle-only enzyme; 64,000 tested, under 10 active;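 active = activation factor of at least 2 at 20 µM, relative to controls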
* marks the source's active call; other numbers are inactive results; . = no result given; [ ] = dose if it differs, or a comment. An unsorted share of the library; 8.9% or so of the library scored in one or more.

SMILES	5HT1a ag	Abs 340nm	SF1 activator	NADH enzymes	5HT1a antag	Autofluor 339	RORa activator	MMP-13 inhibitor	TNAP act DEA
Cc1ccnc(N2C(=O)c3ccccc3C2Nc2ccc3c(c2)OCCO3)c1 (configuration not stated)	-0.6	1.1	39	6%	2	1.1	27	-1	0.9
COc1cc(CC(=O)Nc2ccc(S(=O)(=O)N(C)C)cc2)cc(OC)c1OC	-6.5	1	12	6%	3	1.1	-3	0	1
Cc1cc(OCc2nn[nH]n2)c2c(C)c(Cc3ccccc3)c(=O)oc2c1	5.3	1.1	-13	10%[fluoresces]	-7	3.9*	-13	-121[fluorescence artefact?]	0.9
CC(=O)C(=[N+]=[N-])C(=O)NCc1ccccc1	0.7	1	-13	7%	.	1.1	-15	-1	1
CSc1cccc(-n2c(C)cc(C(N)=O)c2C)c1	-1.6	1	8	6%	14	1.1	-15	4	1
COc1ccc2c(c1)c(=O)oc1c(C)c3occ(C)c3cc12	-0.8	1	10	8%	4	1.3	-10	-2	0.9
CNC(=O)C1CC(=O)N(Cc2ccc3c(c2)OCO3)C(=Nc2ccc(F)cc2)S1 (configuration not stated)	-4.7	1	-25	6%	12	1.1	0	3	1
COc1cc(NC(=O)c2cc(CC(C)C)on2)c(OC)cc1Cl	1.2	1	4	7%	-12	1.1	3	-2	0.8
COCC(=O)Nc1nc2n(n1)C(c1ccccc1Cl)CC(c1ccc(OC)cc1)N2 (configuration not stated)	-0.9	0.99	2	13%	8	1.7	-12	-2	0.8
C=CCn1c(Br)nc2c1c(=O)n(C)c(=O)n2C	-1.9	1.1	-4	6%	2	1.2	-14	6	0.8
CC(C)OCCCNC(=O)C1CCN(S(=O)(=O)N2CCCCC2)CC1	-2.6	1	0	4%	-1	1.1	1	1	0.9
CN(c1ccccc1)S(=O)(=O)c1ccc(C(=O)OCC(=O)NCc2ccco2)cc1	-3.0	1	17	1%	-2	1.1	6	2	1
COc1ccc(N2C(=O)c3ccc(NC(C)=O)cc3C2=O)cc1	-2.6	1	10	6%	-13	1.1	0	-10	0.9
CC(=O)Oc1ccc(C)cc1N1C(=O)c2ccc(C(=O)O)cc2C1=O	-2.8	1.1	0	0%	-11	1.1	-2	0	0.9
O=C1CC(N2CCN(c3cccc(C(F)(F)F)c3)CC2)C(=O)N1c1ccc(F)cc1 (configuration not stated)	-0.2	1.1	-7	2%	-10	1.1	-21	2	0.9
Cc1cc(N2CCOCC2)nc2cc(O)ccc12	-2.0	1.1	-7	4%[fluoresces]	-8	2.2*	-7	-78[fluorescence artefact?]	0.9
COc1cc(C(=O)Nc2cccc(-c3nc4cc(C)ccc4o3)c2C)cc(OC)c1OC	-1.6	1.1	-3	3%	-4	1.2	-2	-2	1
CCOc1ccc(N=CC2=C(O)CC(C)(C)CC2=O)cc1	-2.8	1.2	68*	2%	10	1	15	4	1
CC(C(=O)Nc1ncc2c(n1)CC(C)(C)CC2=O)N1C(=O)c2ccccc2C1=O (configuration not stated)	-3.1	0.99	-9	8%	-9	1.1	28	0	0.9
CCCn1c(=O)c2[nH]c(C3CCCC3)nc2n(CCC)c1=O	0.3	0.98	5	5%	.	1	-8	3	0.9
CC1(C)Oc2ccc(C(=O)NC3CCCC3)cc2N(CC(=O)N2CCOCC2)C1=O	-2.9	0.98	-3	11%	-2	0.85	-5	-3	1
CC(=O)C1=C(C)NC(SCC(=O)c2cc(Cl)ccc2Cl)=C(C#N)C1c1ccco1 (configuration not stated)	-2.7	1.1	-3	3%	33	1.1	6	5	0.9
Cc1ccc(OCCCC(=O)Nc2ccc3c(c2)OCO3)cc1	-3.8	1	-4	0%	-11	1.1	1	1	0.8
Cc1ccc(-c2nnc(OCCN3CCOCC3)c3ccccc23)cc1	2.9	1	7	2%	.	1.1	-7	0	0.9
Cc1ccc(NC(=O)c2ocnc2C)cc1Cl	-0.3	0.99	72*	7%	0	0.97	61*	3	1
Next structures
SMILES	5HT1a ag	Abs 340nm	SF1 activator	NADH enzymes	5HT1a antag	Autofluor 339	RORa activator	MMP-13 inhibitor	TNAP act DEA
Cc1ccc(NC(=O)CC2Oc3ccccc3NC2=O)c(C)c1 (configuration not stated)	-3.0	1	4	4%	3	1.1	-3	8	0.9
CCOC1(OCC)N=C(N)C2(C#N)C(c3ccc(NC(C)=O)cc3)C12C#N (configuration not stated)	-2.2	1	12	10%	-8	0.99	-3	-9	1
CCOC(=O)c1ccc(CNC(=O)c2cc(C(C)(C)C)oc2C)o1	-3.4	1	-14	2%	5	1.1	-29	-1	1
CCC(=O)N=C1SC2CS(=O)(=O)CC2N1c1cccc(OC)c1 (configuration not stated)	-2.2	1	-5	3%	-13	1.1	4	-2	1
CCOC(=O)CSc1nnc([C@H](CC(C)C)NC(=O)OC(C)(C)C)o1	-1.1	0.98	-6	2%	-3	1	-14	4	0.9
O=C(NCc1ccoc1)c1ccc(NC(=O)c2ccccc2Cl)cc1	-3.5	1	-2	3%	36	1.1	-3	5	1
CCCn1c(=O)c2ccccc2n2c(SCCOc3ccc(OC)cc3)nnc12	1.5	0.99	6	7%	31	1.1	-5	1	1
CC(=O)c1c[nH]c2ccc(C)cc2c1=O	0.8	1.1	-10	8%	-1	1.6	0	-12	1
Cc1ccc(CCNC(=O)C2CCCN(S(=O)(=O)c3cccc4nsnc34)C2)cc1 (configuration not stated)	1.5	1	0	2%	-5	1.1	-16	-8	0.9
COc1ccc(C(=O)C(CN2CCCC2)c2ccccc2)cc1 (configuration not stated)	1.6	1.1	-3	7%	.	1.1	-36	1	0.9
CCC(=O)N(Cc1cc(=O)[nH]c2ccccc12)C1CCCCC1	1.2	1.1	-15	8%	5	1.2	-18	5	0.9
Cc1nc2sc(C)c(C)c2c(=O)[nH]1	-3.7	1.1	8	3%	-2	1	-22	3	1
COc1ccc(-c2c(=O)n(OCc3ccccn3)c3ccccc3[n+]2[O-])cc1OC	-1.2	1	16	3%	-10	1.1	-22	1	0.9
Nc1nc(NC(=O)CCCC(=O)O)nn1-c1ccccc1	-1.9	1	-2	6%	-1	1	0	0	1
CCC1SC2=NC(C)=C(C(=O)OC)C(c3ccc(C(=O)OC)cc3)N2C1=O (configuration not stated)	1.0	1.1	-4	0%	4	1	0	3	1
O=C(CSc1nnc2c3cc(F)ccc3nc(-c3ccccc3)n12)N1CCOCC1	-3.3	1	-13	4%	0	1.1	-23	1	0.9
C1=Nc2c(Nc3ccccc3)ncnc2Oc2ccccc21	-1.2	1	-6	8%	6	1	32	-2	0.8
O=C(Nc1c(Cl)cccc1Cl)C1CCC1	-4.7	1	6	8%	8	1.3	-18	5	0.8
CC(=O)Nc1ccc(S(=O)(=O)N2C3CCCC2CC(NC(=O)C2CCCCC2)C3)cc1 (configuration not stated)	-0.8	0.98	2	8%	-10	1.1	-21	-1	0.9
COc1ccc(-c2noc(CCC(=O)Nc3cc(Cl)c(OC)cc3OC)n2)cc1	-2.0	1.1	-11	2%	2	1.1	-10	2	0.9
CN(C)C(=O)CSc1nnc(-c2cc(-c3cccs3)nc3ccccc23)o1	1.9	1	-6	10%[fluoresces]	-6	4.9*	20	-116[fluorescence artefact?]	0.9
CCOC(=O)N1CCN(C(=O)c2nn(-c3cc(OC)cc(OC)c3)c(=O)c3ccccc23)CC1	-1.9	1	32	11%	-4	0.75	2	4	0.9
CN(C)C(=O)N1CCC(C(=O)NC2CCCCCCC2)CC1	-2.7	1	4	5%	-3	0.91	-14	-7	0.9
COc1ccc(N2CCN(C(=O)C(OC(C)=O)c3ccccc3)CC2)cc1 (configuration not stated)	-1.6	1	-8	2%	4	1	-6	2	0.9
CCCc1nc(N2CCOCC2)c(C#N)c2c1CCCC2	0.0	0.99	4	5%	.	1.8	-5	-34	0.9
(list continues)
SMILES	5HT1a ag	Abs 340nm	SF1 activator	NADH enzymes	5HT1a antag	Autofluor 339	RORa activator	MMP-13 inhibitor	TNAP act DEA
CC(C)(C)n1nnnc1C(c1cccs1)N(Cc1cccnc1)CC1CCCO1 (configuration not stated)	-0.8	0.99	-6	6%	22	1.1	-16	-4	0.9
COC(=O)c1ccc(N2C(=O)CC(N3CCN(C(=O)c4ccco4)CC3)C2=O)cc1 (configuration not stated)	0.7	0.99	-5	2%	.	0.99	7	-10	0.9
Cn1c(=O)c2c(nc(NCc3ccccc3)n2Cc2ccc(F)cc2)n(C)c1=O	1.3	1	18	3%	13	1	6	1	0.9
O=C1NC(=O)[C@@H]2C3c4ccccc4C=CN3[C@H](C(=O)c3cccs3)[C@H]12 (some centres not stated)	0.3	1	34	6%	12	1.1	31	0	0.8
CC1CCCN(c2ccc(C(=O)NCCc3ccccc3)cn2)C1 (configuration not stated)	-0.9	1	18	10%	1	1.2	37	2	0.9
CCCOc1ccc(C(=O)NCCCn2ccnc2)cc1	-2.7	0.97	13	6%	4	1.1	-8	2	0.9
COC(=O)c1ccc(CSc2ccc3nnc(-c4cccc(F)c4)n3n2)o1	2.3	1	-12	13%	-6	1.4	8	-16	0.9
COc1nc(NCC(C)C)nc(Oc2ccc(=O)n(-c3ccccc3)n2)n1	-0.4	1	11	4%	2	1.1	-32	9	1
Cc1[nH]c2ccccc2c1C(=O)CSc1ncn[nH]1	-0.4	1.1	5	6%	-11	1.1	-2	3	.
CCOC(=O)CNC(=O)CN1C(=O)CCS(=O)(=O)c2ccccc21	0.8	1	-20	4%	2	0.98	14	2	1
O=C(CN(CCCN1CCOCC1)C(=O)Cn1nnc(-c2ccc(F)cc2)n1)NC1CCCCC1	-0.2	1	0	9%	6	1.1	-9	0	1
Cc1cc(C(F)F)n2ncc(C(=O)NCc3ccccc3C(F)(F)F)c2n1	-1.2	1	-4	9%	-15	1.2	10	1	0.8
CCc1ccccc1NC(=O)C(C#N)Cc1cccnc1 (configuration not stated)	2.4	1	-20	2%	-2	1.1	4	1	0.8
COCCN(Cc1cc2cccc(C)c2n2nnnc12)C(=O)C(F)(F)F	1.2	0.98	-3	5%	-27	1.1	-3	-1	0.9
Cc1ccc(Nc2cccccc2=O)cc1	-1.5	1.1	33	4%	4	1	10	0	0.9
O=C(COC(=O)c1ccc2c(c1)OCCO2)NCc1ccccc1	1.9	0.99	5	6%	-11	1.1	-2	-4	0.9

Quoted from the listing.
Cn1c(=O)c2c(nc(NCc3ccccc3)n2Cc2ccc(F)cc2)n(C)c1=O | 5HT1a antag = 13
COCCN(Cc1cc2cccc(C)c2n2nnnc12)C(=O)C(F)(F)F | MMP-13 inhibitor = -1
